APJ agonist: agonists of human apelin receptor APJ, primary screen, CHO-K1 cells, PathHunter beta-arrestin, luminescence; P35414; 0% DMSO wells, 100% apelin; 0.11% of 330,000 active; activation, % at 20 µM; AID 2520, 2010;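 active means activation more than six SD over the plate average, tested at 20 µM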;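 further: 0% = DMSO alone and 100% = apelin-13 at 10 nM; some results filed as inactive read as strong as hits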
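Assay system: CHO-K1 APJ beta-arrestin complementation cell line / Compound: single test compound dose, 20 µM final, 1% DMSO / Times: overnight seeding, 90 min compound at 25 °C, 1 h detection / Technique: beta-gal luminescence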
APJ antagonist: antagonists of human apelin receptor APJ, primary screen, CHO-K1 cells, beta-arrestin complementation, luminescence; inhibition, % at 20 µM; 0.32% of 330,000 active; P35414;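 active means inhibition above about 40% at 20 µM, limit read from the data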;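 further: cells challenged with 10 nM apelin-13 agonist together with compound; plate controls were apelin-13 plus DMSO wells for no effect and DMSO wells lacking apelin-13 for full effect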
CXCR6 inh: CXCR6 receptor inhibitors, primary screen, cell-based, beta-arrestin, luminescence, CHO-K1 PathHunter, 1536-well | AID 602244, 2012 | inhibition, % at 20 µM | 0.36% of 360,000 active; in the data active means inhibition above about 34%, passing the limit was not always enough;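 further: antagonist mode with CXCL16 agonist at 10 nM final; 0% = 10 nM CXCL16 with DMSO and 100% = unstimulated wells without agonist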
UPR CHOP act: activators of apoptotic CHOP UPR arm, primary screen, cell-based, CHO-CHOP luciferase reporter, luminescence, uHTS; UPR activation; percent of tunicamycin response over DMSO baseline; activation, % at 10 µM; 0.34% of 330,000 active; AID 449763, 2010;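 active means at 10 µM dose, activation of 40% or more, normalized to positive control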;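 further: 100% = tunicamycin at 10 µg/mL and 0% = DMSO alone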
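Assay system: CHO cells with stable CHOP pathway luciferase reporter; Buffer or medium: F12 plus 10% serum; Times: 16-18 h cell attachment, then 6 h compound exposure, 37 °C; Signal: luciferase luminescence; Read-out basis: percent activation relative to tunicamycin control; Control set: tunicamycin high control, DMSO low control.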
EBI2 antag: EBI2 receptor antagonists, beta-arrestin recruitment, primary screen, cell-based, luminescence, 7a,25-OHC stimulation, uHTS. 7a,25-OHC stimulated. inhibition, % at 5 µM. 0.81% of 360,000 active; in the data active means inhibition above about 38%;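 further: enzyme fragment complementation signal reports receptor beta-arrestin coupling in cells; 0% = agonist plus DMSO wells and 100% = wells without agonist; some results beyond the cut were filed as inactive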
UPR XBP1 act: activators of adaptive XBP1 UPR arm, primary screen, cell-based, CHO-XBP1 luciferase reporter, luminescence, uHTS; 0.33% of 330,000 active; IRE1-XBP1 UPR activation; percent of tunicamycin response, DMSO as zero; AID 463104, 2010; activation, % at 20 µM;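 active means versus positive control, 20 µM dose yields 30% or more activation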;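 further: 100% = tunicamycin at 10 µg/mL and 0% = DMSO only wells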
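Material – CHO cell line with stable XBP1 luciferase reporter · Buffer or medium – F12 plus 10% FBS · Compound – single point, 20 µM final compound, 1% DMSO · Schedule – 16-18 h cell attachment at 37 °C, then 6 h compound exposure · Signal – Steady-Glo luminescence read · Benchmarks – high control tunicamycin 10 µg/mL final, low control DMSO vehicle only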
tim23-1 inh: growth inhibitors of tim23-1 mutant yeast, primary screen, luminescence, uHTS; AID 463212, 2010; inhibition, % at 20 µM; S. cerevisiae tim23-1 growth, BacTiter-Glo luminescence, 24 h; 1.3% of 330,000 active;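 active means growth inhibition of the mutant yeast at or above 50%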;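 further: temperature-sensitive mutant grown at 25 °C; plate controls were DMSO-treated mutant yeast for no effect and medium wells lacking yeast for full effect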
CCR6 antag: CCR6 receptor antagonists, primary screen, cell-based, CHO-K1, luminescence, beta-arrestin, uHTS; C-C chemokine receptor type 6 (Homo sapiens), P51684; CHO-K1 CCR6 PathHunter beta-arrestin, CCL20-stimulated; inhibition, % at 20 µM; 0.49% of 340,000 active; AID 493098, 2011;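 active means compounds whose inhibition of the agonist-driven luminescence signal at 20 µM reaches about 50%, limit read from the data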;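 further: cells stimulated with CCL20 at 14 nM final; plate controls were DMSO with CCL20 for no effect and DMSO without agonist for full effect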
Mdm2-MdmX inh: inhibitors of human Mdm2-MdmX association, primary screen, cell-based, luminescence, split luciferase, SaOS-2, uHTS | Protein Mdm4 (Homo sapiens) + E3 ubiquitin-protein ligase Mdm2 (Homo sapiens), … | SaOS-2 split-luciferase Mdm2/MdmX complementation | inhibition, % at 8 µM | 3% of 330,000 active;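 active means inhibition of at least 50% at 8 µM in the primary screen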
Target sequence (O15151 whole entry, looked up): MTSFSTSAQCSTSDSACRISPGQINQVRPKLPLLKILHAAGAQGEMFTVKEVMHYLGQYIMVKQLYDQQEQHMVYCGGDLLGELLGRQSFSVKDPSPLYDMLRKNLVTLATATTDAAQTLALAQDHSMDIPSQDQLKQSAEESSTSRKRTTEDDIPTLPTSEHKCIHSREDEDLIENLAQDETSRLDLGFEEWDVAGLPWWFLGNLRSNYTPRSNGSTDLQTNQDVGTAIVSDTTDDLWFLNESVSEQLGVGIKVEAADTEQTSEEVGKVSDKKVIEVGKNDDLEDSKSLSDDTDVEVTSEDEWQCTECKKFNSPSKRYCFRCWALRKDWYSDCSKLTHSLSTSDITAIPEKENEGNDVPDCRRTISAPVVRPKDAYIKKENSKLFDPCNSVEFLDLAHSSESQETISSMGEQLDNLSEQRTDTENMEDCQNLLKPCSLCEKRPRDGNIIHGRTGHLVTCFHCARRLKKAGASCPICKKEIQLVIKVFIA
Target sequence (Q00987 whole entry, looked up): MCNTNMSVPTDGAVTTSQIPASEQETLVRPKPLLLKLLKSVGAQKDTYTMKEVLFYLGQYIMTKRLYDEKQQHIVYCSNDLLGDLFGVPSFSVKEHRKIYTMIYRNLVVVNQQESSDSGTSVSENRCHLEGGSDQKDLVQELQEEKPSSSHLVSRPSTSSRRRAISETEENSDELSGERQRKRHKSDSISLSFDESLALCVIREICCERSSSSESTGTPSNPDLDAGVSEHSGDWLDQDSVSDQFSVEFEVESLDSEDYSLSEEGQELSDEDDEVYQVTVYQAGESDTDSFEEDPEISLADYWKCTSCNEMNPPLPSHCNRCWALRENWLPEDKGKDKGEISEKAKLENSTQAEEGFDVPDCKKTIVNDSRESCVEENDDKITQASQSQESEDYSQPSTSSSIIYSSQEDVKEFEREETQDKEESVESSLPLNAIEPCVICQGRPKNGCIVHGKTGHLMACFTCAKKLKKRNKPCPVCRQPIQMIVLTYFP
* = called active by the depositor.

SMILES	APJ agonist	APJ antagonist	CXCR6 inh	UPR CHOP act	EBI2 antag	UPR XBP1 act	tim23-1 inh	CCR6 antag	Mdm2-MdmX inh
O=c1c2ccccc2nc(-c2ccco2)n1CCc1ccc(O)cc1	0	12	1	-2.3	12	-5	32	6	10
CCOC(=O)c1ccc(NC(=O)Nc2ccc3c(c2)OCCO3)cc1	-2	6	-7	0.2	5	3	-5	2	-8
S=C(NCCc1c[nH]c2ccccc12)NC1CCCC1	-2	-8	-3	0.4	3	1	-66	7	-5
CSc1cccc(CNC(=O)C2CCC(=O)N(CC3CCCCC3)C2)c1 (stereo unspecified)	-6	-30	6	-2.3	3	-1	3	-3	-6
O=C(N/N=C/C=C\c1ccco1)c1cccs1	-5	10	3	4.2	0	3	64*	16	5
Cc1ccc(F)cc1NC(=O)CSc1n[nH]c(N)n1	-1	-1	-3	0.0	4	22	-8	-2	-10
COc1ccc(Cc2nnc(NC(=O)c3cccc(F)c3)s2)cc1OC	0	1	-3	0.5	1	0	-3	8	-9
O=S(=O)(NCc1ccccn1)c1cc(OCC(F)(F)F)ccc1OCC(F)(F)F	-1	6	-5	-1.0	9	-2	8	-1	16
Cc1cc(Cl)c(OCCCN(C)C)c(Br)c1	-2	11	16	-1.3	-9	0	14	3	-33
O=[N+]([O-])c1ccc(NCCN2CCOCC2)c([N+](=O)[O-])c1	-2	-7	-2	-0.1	-4	-6	-2	-2	-17
O=C(NCc1ccccc1)c1ccc(Br)cc1	-1	-7	-2	2.6	9	0	15	3	-22
O=C(COc1ccc([N+](=O)[O-])cc1Cl)NCCN1C(=O)CSC1=O	-2	-10	-6	-0.6	0	2	-5	4	-14
O=C1C2CC=CCC2C(=O)N1c1ccc(NCCc2cccc(F)c2)c([N+](=O)[O-])c1 (stereo unspecified)	1	4	17	0.8	5	-2	3	17	16
O=C1c2ccccc2C(=O)c2c1cccc2N1CCN(C/C=C/c2ccccc2)CC1	-8	-7	6	0.4	9	1	17	43	36
COc1ccccc1CNS(=O)(=O)c1ccc(-n2cnnn2)c(C)c1	2	-3	2	-1.5	-4	0	4	15	16
CC(C)(C)NC(=O)C1N(c2cccnc2)C(=O)C2C(C(=O)Nc3ccccc3F)C3(C)C=CC21O3 (stereo unspecified)	3	7	-4	4.2	-8	2	6	0	-5
CCOC(=O)c1c(NC(=O)c2ccn(CC)n2)sc2c1CCC2	-2	4	6	1.8	-3	0	18	12	12
OCCNc1nc2ccccc2nc1NCCO	-1	3	-1	1.5	4	-1	3	-3	2
c1csc(CNc2ncnc3ccc(-c4ccc5c(c4)OCO5)cc23)c1	-3	2	0	1.9	0	4	42	6	12
COc1ccc(NC(=O)CSc2nc3nc(C)cc(C)c3c(=O)[nH]2)cc1	0	-16	-12	1.2	-6	-4	6	10	6
CC1(C)CC2CC(C)(CN2S(=O)(=O)c2cccc(C(=O)O)c2)C1 (stereo unspecified)	-5	-7	7	0.4	4	-1	4	1	18
CC(C)Sc1nc2c(cnn2-c2ccc(Cl)cc2)c(=O)[nH]1	-3	9	-1	1.5	-13	7	-8	0	3
O=C(NC1CCSc2ccccc21)c1cccc(Cl)c1 (stereo unspecified)	2	6	-7	-0.4	-5	-1	39	8	-7
O=C1C(c2ccc(F)cc2)N(Cc2ccc3c(c2)OCO3)C(=O)CN1C1CCCCCC1 (stereo unspecified)	-1	21	3	-1.5	12	3	36	7	6
COc1cccc(OCCNC(=O)c2ccccc2Sc2ccccc2C#N)c1	0	-3	1	-0.6	4	-2	3	14	-38

Part of the list above, set out differently:
Structure,APJ agonist,APJ antagonist,CXCR6 inh,UPR CHOP act,EBI2 antag,UPR XBP1 act,tim23-1 inh,CCR6 antag,Mdm2-MdmX inh
CCOC(=O)c1c(NC(=O)c2ccn(CC)n2)sc2c1CCC2,-2,4,6,1.8,-3,0,18,12,12
OCCNc1nc2ccccc2nc1NCCO,-1,3,-1,1.5,4,-1,3,-3,2
c1csc(CNc2ncnc3ccc(-c4ccc5c(c4)OCO5)cc23)c1,-3,2,0,1.9,0,4,42,6,12
COc1ccc(NC(=O)CSc2nc3nc(C)cc(C)c3c(=O)[nH]2)cc1,0,-16,-12,1.2,-6,-4,6,10,6

Next part.
SMILES	APJ agonist	APJ antagonist	CXCR6 inh	UPR CHOP act	EBI2 antag	UPR XBP1 act	tim23-1 inh	CCR6 antag	Mdm2-MdmX inh
C/C(=N\OCC(=O)NC(C)C)c1cccs1	-1	13	-3	-0.8	5	1	6	19	-5
Cc1cc(C)c(NC(=S)N(CCCN2CCN(C)CC2)Cc2cccs2)c(C)c1	2	2	0	1.7	6	1	8	-5	-10
Clc1ccc(-n2nnnc2-c2ccccc2)cc1Cl	-3	11	6	-1.8	4	0	19	11	8
Nn1c(SCC(=O)NCCCc2ccccc2)nnc1-c1cccnc1	-1	-23	-8	-0.3	0	-2	-13	-8	18
CC(C)/C(=N\NS(=O)(=O)c1ccc(Br)cc1)c1cccs1	-2	-33	-6	-0.4	4	-3	36	14	-22
CCc1ccc(NC(=O)CSc2nc(=O)n(CCCN3CCOCC3)c3c2CCCC3)cc1	-2	1	-3	0.3	-7	-2	-9	9	18
CN1CCN(c2nc3c(c(=O)n(C)c(=O)n3C)n2Cc2ccccc2)CC1	-1	3	1	2.7	-4	-2	7	7	3
COc1ccc(/C=N/NC(=O)Nc2ccc3nsnc3c2)c(OC)c1	-2	17	9	3.4	14	2	2	8	-8
CSc1nsc(SCC(=O)N2CCCCC2)n1	-1	3	0	2.1	12	-2	18	-1	-8
CC(=O)N/C(=N/c1nc(C)cc(C)n1)Nc1ccc(C)cc1C	-5	-8	-6	-0.1	-6	0	25	7	28
NC(=O)CN1C(=O)NC2(CCCc3sccc32)C1=O (stereo unspecified)	-1	-6	5	0.0	11	3	-7	4	-1
O=C(O)CC(NC(=O)C(c1ccccc1)c1ccccc1)c1ccco1 (stereo unspecified)	-1	1	0	1.2	0	-2	0	-2	22
CC(=O)N1CCN(C(=O)c2ccc(-n3c(C)ccc3C)cc2)CC1	-4	-19	2	1.1	2	-2	-13	-12	-27
CCOC(=O)c1c(N)sc2c(OCC)c(Br)ccc12	-2	-11	-11	2.0	20	2	47	-2	2
COc1cc(CNc2nnnn2C)ccc1OCc1ccc(F)cc1Cl	-2	18	-8	0.0	-2	-2	10	10	2
Cc1cc(C(=S)N2CCOCC2)c(C)n1-c1ccc(Cl)cc1	-4	20	7	-0.8	16	-2	28	14	-3
COc1cc([N+](=O)[O-])cc2cc(C(=O)N3CCCC3)c(=O)oc12	-1	-6	-4	-1.0	-9	-5	3	6	-12
CCCOc1ccccc1C1NC(=O)NC(C)=C1C(=O)OCCOCC (stereo unspecified)	-3	29	0	-1.1	2	-1	4	-12	11
O=C(COc1ccc(C(=S)N2CCC(Cc3ccccc3)CC2)cc1)N1CCOCC1	1	3	-4	3.0	4	5	40	0	-2
CCOc1cccc(/C=N/N2CCN(c3ccc(Cl)cc3)CC2)c1O	-2	10	5	0.5	27	-2	22	-2	-28
COc1ccc2cc(C(=O)C3CCCN(Cc4ccccn4)C3)ccc2c1 (stereo unspecified)	-3	8	-1	2.4	1	3	3	8	-5
O=C1CCCN1c1ccc(CNS(=O)(=O)c2ccc(F)cc2)cc1	-1	5	-1	2.0	-2	0	11	-14	1
CN1c2ccccc2C(=O)NC1c1ccc([N+](=O)[O-])s1 (stereo unspecified)	4	-17	-6	0.5	-5	-4	-6	6	4
Cc1cc(NS(=O)(=O)c2ccc(NC(=O)/C=C/c3ccc(Br)cc3)cc2)no1	1	-10	-2	1.2	-5	-3	11	12	30
CCCn1c(C(O)c2ccc(OC)c(OC)c2)nc2ccccc21 (stereo unspecified)	1	4	2	0.8	-7	-4	5	2	11
Next section.
SMILES	APJ agonist	APJ antagonist	CXCR6 inh	UPR CHOP act	EBI2 antag	UPR XBP1 act	tim23-1 inh	CCR6 antag	Mdm2-MdmX inh
N/C(=N\OC(=O)Cc1ccc(Cl)cc1)c1ccncc1	0	-9	-10	3.0	5	-1	9	-14	2
Cc1ccc2nsnc2c1S(=O)(=O)N1CCOCC1	-2	11	-7	-2.1	-8	0	4	0	-6
COc1cccc(CNc2cccc3cccnc23)c1O	2	-36	-2	5.1	12	5	32	23	4
CCN1C(=O)[C@H]2[C@@H](c3ccc(-c4ccc(Cl)c(Cl)c4)c(OC)c3)N3CCCC[C@@]3(C(=O)OC)[C@H]2C1=O	-3	-1	-9	0.6	14	-4	-4	6	66*
CCN(C(=O)/C=C/c1ccccc1)C1CCCCC1	-1	4	2	1.9	9	-1	27	9	0
CC(=O)c1cccc(NC(=O)c2c(-c3c(F)cccc3Cl)noc2C)c1	-3	13	-5	-0.7	7	0	10	-3	-14
O=C(Cc1c(F)cccc1Cl)c1ccc(O)cc1O	-2	15	2	-2.0	-1	0	67*	1	11
COc1ccccc1-n1c(CNC(=O)c2cccc([N+](=O)[O-])c2C)n[nH]c1=S	-2	-20	-9	-1.8	-7	0	-2	4	21
Cc1ccc(C(=O)OCC(=O)Nc2ccc(N3CCOCC3)cc2)cc1	5	7	0	0.3	-7	4	19	-1	11
COc1cc(N2CCCC2)c(OC)cc1/C=C1/NC(=S)NC1=O	6	4	11	3.9	-13	0	15	14	4
COc1ccc(C)cc1NC(=O)C1CCN(C(=O)Cc2ccccc2)CC1	-1	23	2	0.1	-3	-1	8	15	9
Cn1c(NCc2c(O)ccc3ccccc23)nc2ccccc21	-3	-2	-8	-1.1	10	0	36	4	13
COc1ccc(C)cc1S(=O)(=O)n1ccnc1C	-1	3	6	-0.3	-9	-2	11	-9	4
CCC(C)NCCCOc1cc(Cl)ccc1Cl (stereo unspecified)	-3	3	-7	-0.2	-6	1	9	8	18
COc1ccccc1CNC(=O)C(=O)c1cn(CC(=O)N2CCOCC2)c2ccccc12	-1	26	-2	5.6	0	-4	2	10	22
CCNC(=S)Nc1ccc2ncoc2c1	2	-8	-2	-2.2	-4	1	16	-8	9
Cc1ccc(C(=O)NCCC(=O)Nc2ccccc2C)cc1	0	0	-4	0.1	8	-1	0	12	19
COC(=O)c1cc(S(=O)(=O)NCc2ccccc2)cn1C	-4	-46	-8	-1.3	1	-5	3	10	14
CCN(CC)S(=O)(=O)c1ccc(OC)c(NC(=O)c2cc3c(=O)n4ccccc4nc3s2)c1	-1	-19	1	-0.7	-25	-2	-14	-12	55*
C=C(C)c1cccc(C(C)(C)NC(=O)N2CC(C)OC(C)C2)c1 (stereo unspecified)	-6	2	-7	0.1	-12	-1	13	13	-11
O=C(Nc1cnc2ccccc2c1)c1ccncc1	-1	14	-6	-1.2	-5	-4	7	6	-43

The list is partial; the hit share may differ from the screen's.
